Screening data as filed in PubChem.
MITF inh = blocks human microphthalmia-associated transcription factor | AlphaScreen MITF homodimerization, bead proximity signal | O75030 | inhibition, % at 2.6 µM | actives 0.91% (n = 650,000); in the data active means inhibition above about 50%;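 further: 0% = vehicle wells with protein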
GPR151 activ = activates the human receptor GPR151; Q8TDV0; PathHunter beta-arrestin GPR151 cells, luminescence; activation, % at 11.2 µM; actives 1% (n = 650,000); in the data active means activation above about 4.9%;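 further: 0% = median of compound wells and 100% = cells with positive control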
FBW7 act = activators of human E3 ligase FBW7; Q969H0; AlphaScreen FBW7–phospho-cyclin E peptide binding, activator screen; normalized activity (activation), % at 26.1 µM; actives 0.13% (n = 650,000); in the data active means normalized activity above about 1.9%;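 further: purified mutant Fbw7 with reduced substrate affinity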
Target sequence (Q969H0 whole entry, looked up): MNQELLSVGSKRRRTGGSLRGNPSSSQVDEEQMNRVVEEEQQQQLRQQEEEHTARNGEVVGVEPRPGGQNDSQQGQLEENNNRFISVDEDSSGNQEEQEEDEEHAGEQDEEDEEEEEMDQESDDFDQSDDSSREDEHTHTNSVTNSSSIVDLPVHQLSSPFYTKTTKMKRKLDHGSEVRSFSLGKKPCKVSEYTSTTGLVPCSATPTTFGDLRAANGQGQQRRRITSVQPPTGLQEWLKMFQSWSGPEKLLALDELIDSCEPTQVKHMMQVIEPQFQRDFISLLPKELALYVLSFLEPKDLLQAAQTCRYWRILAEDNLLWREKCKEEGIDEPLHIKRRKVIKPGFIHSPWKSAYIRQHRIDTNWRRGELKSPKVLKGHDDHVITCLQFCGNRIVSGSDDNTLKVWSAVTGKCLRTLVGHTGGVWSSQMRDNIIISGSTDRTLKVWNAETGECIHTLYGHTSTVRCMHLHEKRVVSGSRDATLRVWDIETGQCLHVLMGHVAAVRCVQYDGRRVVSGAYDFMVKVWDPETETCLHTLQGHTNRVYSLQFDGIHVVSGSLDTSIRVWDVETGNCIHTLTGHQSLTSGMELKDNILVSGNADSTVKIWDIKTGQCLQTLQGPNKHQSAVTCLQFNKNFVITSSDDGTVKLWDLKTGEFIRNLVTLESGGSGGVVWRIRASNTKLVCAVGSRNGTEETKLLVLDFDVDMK
TEAD-YAP block = TEAD-YAP interaction inhibition; actives 1.4% (n = 640,000); inhibition, % at 9.12 µM; HEK-TIYL cells, TEAD-Gal4/YAP UAS-luciferase luminescence; AID 1259422; in the data active means inhibition above about 32%;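 further: 0% = median of test compound wells and 100% = reference inhibitor wells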
An asterisk follows results filed as active. Random draw from the library. About 3.5% of those tested had a hit in this group.

SMILES | MITF inh | GPR151 activ | FBW7 act | TEAD-YAP block
O=C(CN1CCc2ccccc2C1)c1ccc2cc[nH]c2c1 | -3.3 | 1.2 | -0.1 | -64.1
C/C(CC(=O)NC(C)c1ccccc1)=N\NC(=O)C(=O)NCCO (configuration not stated) | -9.3 | -1.1 | -0.1 | -17.9
COc1cccc(C(=O)Nc2c(C)nc3cc(C)ccn3c2=O)c1OC | -11.4 | 1.8 | 0.2 | -17.7
CCOC(=O)c1c(C)nc2c(c1-c1ccccc1)C(=O)CC(C)(C)C2 | 13.8 | -0.9 | 0.2 | 3.8
COC(=O)c1c(OCCCc2cccnc2)cc(=O)n2c1CCN(CC=C(C)C)CC2 | -0.1 | 0.6 | 0.0 | -1.3
COc1ccc(Br)cc1C(=O)Nc1cc(-c2nc3ncccc3o2)ccc1Cl | -0.8 | -0.8 | -0.1 | -4.1
Cc1c(NC(=S)NC(=O)C2CCCCC2)c(=O)n(-c2ccccc2)n1C | -15.6 | -1.1 | 0.0 | 4.9
Cc1cc(C)c(S(=O)(=O)n2nc(C)c(Sc3ccccc3)c2C)c(C)c1 | 10.2 | -0.5 | -0.1 | 2.5
O=C(COC(=O)C(c1ccccc1)c1ccccc1)NC(=O)Nc1ccc2c(c1)OCCO2 | -3.3 | -0.9 | -0.2 | 0.1
CCOC(=O)CS(=O)(=O)c1ccc(C(=O)N2CCN(CC)CC2)cc1[N+](=O)[O-] | 7.2 | 2.1 | 0.0 | -14.7
CCCN1CCC(N2C[C@@H](NCc3cccc(C)c3)C[C@H]2C(=O)NC(C)C)CC1 | 9.5 | -1.2 | -0.2 | -3.0
O=C(C1CC1)N1c2ccccc2Sc2ccc(C(F)(F)F)cc21 | 18.7 | -0.1 | 0.4 | 4.0
COc1cc(NC(=O)c2cnn3c2NC(c2cc(OC)c(OC)c(OC)c2)CC3C(F)(F)F)cc([N+](=O)[O-])c1 (configuration not stated) | -0.6 | 0.9 | -0.1 | -7.2
COc1ccc(Br)cc1/C=C1/SC(=S)N(CC(=O)O)C1=O | 19.9 | -0.6 | -0.1 | 5.6
Cc1ccc(NC(=O)CC2CCCCN2S(=O)(=O)c2ccccc2)c(C)c1 (configuration not stated) | -15.9 | -1.0 | 0.1 | -8.7
CCOc1ccc(C(=O)Nc2cc(C)ccn2)cc1OCC | 4.0 | 0.5 | 0.3 | -29.5
CN1CCN(C(=O)c2ccc(-c3nc(C(=O)NCCCN4CCCC4=O)cs3)cc2)CC1 | 8.7 | 0.4 | 0.0 | 2.1
CC(=O)c1ccc(N2C(=O)c3ccc(Oc4ccccc4)cc3C2=O)cc1 | 1.2 | 1.3 | 0.0 | 0.7
CC(=O)Nc1ccc(Nc2nc(N3CCN(c4ccccn4)CC3)nc3c2ncn3CCN2CCCC2=O)cc1 | 11.5 | -0.3 | 0.2 | 1.8
O=C(Nc1ccc(Cl)cc1)C(c1ccccc1)N(CCO)CCO (configuration not stated) | 12.7 | 0.2 | 0.4 | 6.1

Another view of part of the listing above:
mol: COc1cc(NC(=O)c2cnn3c2NC(c2cc(OC)c(OC)c(OC)c2)CC3C(F)(F)F)cc([N+](=O)[O-])c1 (configuration not stated)
  MITF inh: -0.6
  GPR151 activ: 0.9
  FBW7 act: -0.1
  TEAD-YAP block: -7.2
mol: COc1ccc(Br)cc1/C=C1/SC(=S)N(CC(=O)O)C1=O
  MITF inh: 19.9
  GPR151 activ: -0.6
  FBW7 act: -0.1
  TEAD-YAP block: 5.6
mol: Cc1ccc(NC(=O)CC2CCCCN2S(=O)(=O)c2ccccc2)c(C)c1 (configuration not stated)
  MITF inh: -15.9
  GPR151 activ: -1.0
  FBW7 act: 0.1
  TEAD-YAP block: -8.7

6 consecutive records from above, quoted:
SMILES | MITF inh | GPR151 activ | FBW7 act | TEAD-YAP block
Cc1ccc(NC(=O)CC2CCCCN2S(=O)(=O)c2ccccc2)c(C)c1 (configuration not stated) | -15.9 | -1.0 | 0.1 | -8.7
CCOc1ccc(C(=O)Nc2cc(C)ccn2)cc1OCC | 4.0 | 0.5 | 0.3 | -29.5
CN1CCN(C(=O)c2ccc(-c3nc(C(=O)NCCCN4CCCC4=O)cs3)cc2)CC1 | 8.7 | 0.4 | 0.0 | 2.1
CC(=O)c1ccc(N2C(=O)c3ccc(Oc4ccccc4)cc3C2=O)cc1 | 1.2 | 1.3 | 0.0 | 0.7
CC(=O)Nc1ccc(Nc2nc(N3CCN(c4ccccn4)CC3)nc3c2ncn3CCN2CCCC2=O)cc1 | 11.5 | -0.3 | 0.2 | 1.8
O=C(Nc1ccc(Cl)cc1)C(c1ccccc1)N(CCO)CCO (configuration not stated) | 12.7 | 0.2 | 0.4 | 6.1

Following part
SMILES | MITF inh | GPR151 activ | FBW7 act | TEAD-YAP block
CSc1ccc(S(=O)(=O)Nc2cc([N+](=O)[O-])ccc2C)cc1 | -2.4 | -0.8 | 0.0 | 5.6
COc1ccccc1N1CCN(C(=O)c2cc3c(=O)n4ccccc4nc3n2C)CC1 | 13.9 | -0.4 | 0.0 | -5.2
COc1ccc(-c2cnnc(NCCCn3ccnc3)n2)cc1 | 1.2 | -0.1 | 0.0 | 32.3*
CCOC(=O)c1cc([N+](=O)[O-])cc2c1-c1ccc([N+](=O)[O-])cc1C2=C(C#N)C#N | 24.0 | -1.3 | -0.4 | 4.4
O=C(O)c1ccc(NS(=O)(=O)c2cc3c4c(cccc4c2)C(=O)NC3=O)cc1 | -12.9 | 3.4 | 0.2 | 12.5
Cc1ccc(C(=O)COC(=O)c2cnccn2)cc1 | -13.9 | 0.7 | -0.1 | -6.4
COc1ccccc1CN1C(=O)CN(C2CCCCC2)C(=O)C1c1ccc(Cl)cc1 (configuration not stated) | 0.7 | 0.1 | 0.1 | 5.5
COC(=O)C(=O)/C=C(\O)c1ccc(OC)cc1 | 6.2 | 0.1 | -0.1 | -2.7
COC(=O)c1c(C)oc2ccc(NS(=O)(=O)c3ccc(C)cc3C)cc12 | -1.9 | 4.1 | -0.1 | 46.2*
Cc1cc2c(cc1C)NC(c1cc(F)ccc1F)C1=C(CC(C)(C)CC1=O)N2 (configuration not stated) | 1.6 | -0.3 | 0.0 | 10.2
CC(C)(C)c1ccc(OCC(O)CNC(=O)c2ccc([N+](=O)[O-])cc2)cc1 (configuration not stated) | 9.4 | -0.8 | 0.1 | 5.2
Cc1c(C(=O)O)cccc1-n1c(C)ccc1C | 44.3 | -2.0 | -0.9 | -3.5
O=C1CSC(c2cccc(Oc3ccccc3)c2)N1c1ccc(Cl)c(Cl)c1 (configuration not stated) | 17.9 | -1.3 | -0.1 | -21.7
CCCC(=O)Oc1ccc(N(C(=O)CCC)S(=O)(=O)c2ccc(C)cc2)cc1Cl | -1.1 | -0.1 | 0.1 | -1.5
O=C(CCCCCn1c(=S)[nH]c2ccccc2c1=O)NCC1CCCO1 (configuration not stated) | -4.0 | 0.3 | 0.0 | 2.7
CC1(C)CC2(CC(c3ccccc3)Oc3cc(O)c(Cl)cc32)NC(=O)N1 (configuration not stated) | 6.3 | 2.4 | 0.1 | 9.6
CCn1cc(C(=O)O)c(=O)c2cc(-c3ccco3)ccc21 | 0.6 | 0.4 | -0.1 | 3.9
CC(=O)N1CCC2(CC1)OCc1cc(-c3ccc(O)cc3)ccc1O2 | -0.3 | -1.1 | 0.0 | -6.0
O=C(CSc1nccc(=O)[nH]1)c1ccc(O)c(O)c1 | 55.1* | -1.6 | -0.2 | 1.5
CN(c1ccc(C(=O)NC2CCCC2)cc1)S(=O)(=O)c1ccccc1 | 9.8 | 0.4 | 0.2 | -0.8
Cc1ccc(C)c2c1sc(=NC(=O)C1CCCN(S(C)(=O)=O)C1)n2C (configuration not stated) | -16.7 | -1.8 | -0.1 | 6.3
CCOC(=O)COc1ccccc1C1Nc2ccccc2-c2nnc(SC)nc2O1 (configuration not stated) | -1.4 | 0.6 | -0.2 | -6.0
COC(=O)c1c(N2C(N)=C(C#N)C(c3cccc([N+](=O)[O-])c3)C3=C2CC(C)(C)CC3=O)sc2c1CCCC2 (configuration not stated) | 16.6 | -2.2 | -0.1 | -4.9
CCn1c(C2CCCO2)nc2ccccc21 (configuration not stated) | 4.0 | -0.6 | 0.9 | -3.6
N=C1S/C(=C\c2ccc(F)cc2)C(=O)N1c1ccc2c(c1)OCO2 | 18.1 | 0.1 | 0.2 | 6.5
COc1ccc(C(=S)N2CCCCC2)cc1OC(=O)c1ccc(C)cc1 | -7.0 | -0.7 | 0.0 | -8.7
O=C(N/N=C/c1cccs1)C(O)c1ccccc1 (configuration not stated) | -0.5 | 1.5 | 0.1 | 0.1
C[C@H](NC1CCN(c2ccc(NS(=O)(=O)N(C)C)cc2)CC1)c1ccccc1 | -1.1 | -1.0 | -0.1 | -3.2
O=C1CCCN1CCCNc1nc(Nc2ccc3ncccc3c2)nc2c1ncn2-c1ccccc1 | -9.4 | -1.7 | 0.0 | 72.5*
CCOc1ccc(OCCOC(=O)c2cccc(C#N)c2)cc1 | -3.3 | 3.9 | 0.2 | 5.2
Cc1ccc(Cl)cc1S(=O)(=O)N1CCN(S(=O)(=O)c2cc(Cl)ccc2C)C(C)C1 (configuration not stated) | -5.9 | 0.9 | -0.1 | -2.9
N#Cc1ccc(-n2nnc3ccccc32)cc1 | 2.7 | 0.1 | 0.1 | 2.0
COc1ccc(NC(=O)c2cccnc2SCc2ccccc2C)cc1OC | -2.0 | 0.2 | 0.1 | -5.9
CCCCCC1CC(=O)N(Cc2ccccc2)C(=O)N1 (configuration not stated) | 3.1 | -1.1 | 0.1 | -1.7
CN(C)Cc1ccc(C2CCCCN2c2nncc(-c3ccc4c(c3)OCO4)n2)cc1 (configuration not stated) | -14.3 | 0.9 | 0.9 | -5.8
CCCC12CN3CC(C)(CN(C1)C3c1ccco1)C2=O (configuration not stated) | -1.7 | -0.4 | 0.0 | 5.9
O=C(COc1ccc(Cl)cc1Cl)NC(C(=O)Nc1cccc(Cl)c1)c1ccc(Cl)cc1 (configuration not stated) | -1.9 | -0.7 | 0.0 | -8.0
CCOC(=O)C1C(CC)NC(=S)NC1(C)O (configuration not stated) | -2.3 | -0.4 | -0.2 | -2.2
Cc1ccc(NC(=O)CSc2ccc(C(=O)O)cn2)c(Br)c1 | 5.8 | -1.5 | 0.5 | 10.4
CCOC(=O)c1c(NC(=O)COc2ccccc2)sc(C(=O)Nc2cc(C(F)(F)F)ccc2Cl)c1C | 12.9 | 0.6 | -0.1 | 3.0
Cc1c(CC(N)=O)c(=O)oc2cc(O)c(Cl)cc12 | -5.7 | 1.0 | -0.1 | 10.5
O=C(Nc1ccc2c(c1)CCC2)C1CCN(C(=O)NC2CCCCC2)CC1 | 9.6 | 0.0 | 0.1 | -2.8
C/C(CC(=O)NCc1ccco1)=N\NC(=O)COc1ccc(C)cc1 | 1.3 | 4.2 | 0.0 | 2.6
CCOC(=O)C1C(c2ccccc2)C=CC(c2ccccc2)C1C(=O)O (configuration not stated) | 13.4 | -1.2 | 0.6 | 11.8
CCN(CC)C(=O)N1CCCC(c2ncncc2-c2ccncc2)C1 (configuration not stated) | 16.6 | -1.2 | -0.2 | -6.7
O=C(NCCc1ccccc1)c1ccc(OC2CCN(C(=O)C3CC3)CC2)cc1 | -7.3 | 0.3 | -0.1 | -10.5
CNC(=O)CN(c1ccc(Cl)cc1)S(=O)(=O)c1ccc(OC)cc1 | 2.8 | 0.4 | -0.1 | 0.7
O=C(CSc1nnc2sc3ccccc3n12)N1CCCCC1 | -23.6 | 0.3 | 0.1 | -48.4
COc1ccccc1N1CCN(c2cc(=O)n(Cc3ccc(F)cc3)c(=O)[nH]2)CC1 | -2.7 | 1.6 | -0.1 | 10.7
CCN(CC)c1ccc(NC(=O)CSc2ccccn2)cc1C | 0.1 | -2.0 | -0.1 | 18.2
O=c1/c(=C\c2cc(Br)ccc2OCc2ccc(Cl)cc2Cl)sc2nc3ccccc3n12 | 8.8 | 0.5 | 0.0 | 9.4
Cc1ccc2nc(Nc3cccc(C(=O)Nc4cccc(Cl)c4)c3)nc(-c3ccccc3)c2c1 | 1.4 | 3.9 | 0.8 | 4.5
COc1ccc2c(c1)CC(c1nc3cc4c[nH][nH]c4cc3n1)CO2 (configuration not stated) | 9.7 | -0.4 | 0.1 | 12.9
CSc1ccc(CC(=O)N2CCOc3ccc(CN4CCOCC4)cc3C2)cc1 | 0.8 | 0.2 | -0.1 | -9.2
O=C(NC(=S)N1CCN(c2ccc([N+](=O)[O-])cc2)CC1)c1ccc(Br)cc1 | 1.2 | -0.7 | -0.2 | -15.7
O=[N+]([O-])c1cc(SC2CCCCC2)c2c(C3OCCS3)nn(-c3ccccc3)c2c1 (configuration not stated) | 9.9 | 1.4 | 0.4 | 2.6
Cc1ccc(CNC(=O)C(CCC(N)=O)NC(=O)OCc2ccccc2)cc1 (configuration not stated) | 5.8 | -1.9 | -0.1 | 2.2
NC(=O)CSc1nc2c(N)ncnc2n1Cc1ccccc1 | -13.6 | 0.4 | -0.1 | 1.1
c1cc(-n2cnc(N3CCOCC3)n2)ccc1Nc1ncc2cc(-c3cn[nH]c3)ccc2n1 | 39.6 | -1.8 | 1.4 | -6.0
O=C(c1ccc2c(c1)OCO2)N1CCCCC1c1nc2ccccc2[nH]1 (configuration not stated) | 10.6 | 0.0 | -0.1 | 3.8
C/C(=N/NC(N)=S)C12CC3CC(CC(C3)C1)C2 | 4.7 | -0.6 | -0.4 | 4.9
CCOC(=O)c1nn(-c2ccc(C)cc2C)cc1O | -6.0 | -0.1 | -0.1 | -38.2
